NCI-60 one-dose screen, 48 h, at 10 µM unless noted. Numbers give growth in % (100 = growth as untreated, 0 = no growth, -100 = all killed).
NCI-H460: NCI-H460 lung cancer; AID 1794736; hit rate 6.8% among 82,000
SW-620: SW-620 colon cancer; hit rate 5.2% among 82,000; AID 1794795
HCT-15: HCT-15 colon cancer. AID 1794746. hit rate 5.2% among 82,000
NCI-H322M: NCI-H322M lung cancer; hit rate 2.7% among 80,000; AID 1794733
NCI-H226: NCI-H226 lung cancer; hit rate 3.5% among 79,000; AID 1794732
COLO 205: COLO 205 colon cancer. AID 1794742. hit rate 7.3% among 79,000
NCI-H23: NCI-H23 lung cancer | AID 1794731 | hit rate 4% among 80,000
HT29: HT29 colon cancer. hit rate 7.4% among 81,000
NCI-H522: NCI-H522 lung cancer; hit rate 8% among 78,000; AID 1794739
* hit, by the source's call; nt = not tested or not shown; & = joins results of further samples; [ ] = another dose, or the depositor's remark. Rule for the calls: active = growth percent below 10; inactive = the rest. Compounds were not picked by outcome (roughly 12% active in at least one column).

SMILES	NCI-H460	SW-620	HCT-15	NCI-H322M	NCI-H226	COLO 205	NCI-H23	HT29	NCI-H522
COc1ccc(/C=N/Nc2nc(-c3ccc(F)cc3)c(C#N)c(N3CCOCC3)n2)cc1O	94	81	71	89	88	104	107	87	91
Clc1ccccc1-c1nc2ccccc2n2cccc12	100	96	109	102	104	108	104	127	93
O=C1Nc2ccccc2C12NCCc1cccc(O)c12 (stereo unspecified)	110	99	113	101	106	111	99	109	103
C=CCSc1nnnn1-c1c(C)cccc1C	110	114	95	90	94	107	106	110	104
COc1cc(C2CC(c3ccc(Nc4nc(NCCO)nc(Nc5ccc(Cl)cc5)n4)cc3)=Nc3c(N)nc(N)nc3N2)cc(OC)c1OC (stereo unspecified)	56	52	54	82	82	90	74	61	61
C=CCOc1nc2c(c(=O)n(C)c(=O)n2C)n1C	103	99	116	108	94	114	108	103	92
O=C1NC(=C(Cl)Cl)/C(=N\S(=O)(=O)NCc2ccccc2)N1	110	111	105	99	99	121	104	108	81
Cc1cccc2c(=O)c3c(sc12)c(NCCCNCCO)nc1ccccc13	19	-52*	0.4*	63	nt	nt	55	-24*	59
CC(=O)Nc1ccn(C2OC(COC(C)=O)C(OC(C)=O)C2OC(C)=O)c(=O)n1 (stereo unspecified)	99	111	124	87	123	124	101	112	90
Cc1cc(C)c(N)cc1C	99&107	98&107	106&97	110&85	98&83	105&113	99&90	92&102	86&96
C=C1CC2(OC1=O)C(=O)Nc1ccccc12 (stereo unspecified)	78	4.0*	23	94	73	10	68	43	-46*
O=C(N/N=C\c1ccc2c(c1)OCO2)N/N=C/c1ccc2c(c1)OCO2	111	101	103	110	94	101	108	112	98
N#CC1=C(N)Oc2c(ccc3ccccc23)C1c1ccccc1 (stereo unspecified)	6.3*	28	8.1*	56	62	-50*	26	-2.1*	-16*
Cc1nn2c(=O)[nH]cnc2c1Cl	109	107	97	115	nt	100	102	104	94
CCNC(=O)Nc1nc2ccc(Oc3ccnc(C(=O)NC)c3)cc2s1	73	46	53	102	85	56	90	30	57
CC(=O)O[C@@H](C)[C@H]1O[C@H]2CC(=O)O[C@H]2[C@@H]1O	109	108	95	95	114	108	94	98	96
COC(=O)C1=C(C(=O)ON)[C@@H]2C=C[C@@]1([C@@H](Cc1ccccc1)Nc1ccccc1)O2	107	-71*	-48*	99	105	-67*	91	58	-75*
CC1CCCCN1S(=O)(=O)c1ccc(CN=C=S)cc1 (stereo unspecified)	88	-15*	19	97	nt	53	97	51	nt
CC(NCCC(c1ccccc1)c1ccccc1)c1ccccc1 (stereo unspecified)	12	37	75	70	88	-55*	82	13	75
Clc1ccc(-c2cc(C(Cl)Cl)no2)cc1	105	97	93	100	100	118	97	121	99
O=C(c1coc(=O)c(-c2ccc(F)cc2)c1)c1ccccc1O	110	107	99	92	119	103	102	104	nt
CC(C)(C)c1cc(/C=N\NC(=O)/C=C/C=C/c2ccc3c(c2)OCO3)c(O)c(C(C)(C)C)c1	40	75	64	63	76	94	90	92	80
COc1ccccc1/C=C/C(=O)c1ccccc1	90	15	62	92	85	85	85	54	63
CC(C)c1nc2ccccc2n1CC(=O)N/N=C/c1ccc(N(C)C)cc1	98	93	104	103	101	111	99	98	83
COc1ccc(/C=C/C(=O)c2ccc(NC(=O)CSc3nnc(-c4c[nH]c5ccccc45)n3-c3ccccc3)cc2)cc1	39	72	82	108	68	75	88	93	80
COc1cc2c(cc1OC)C(c1ccc3c(c1)Cc1ccccc1-3)OC(=O)C2 (stereo unspecified)	97	100	94	nt	62	94	95	97	27
CSc1nc(O)c(Nc2ccccc2)c(=O)[nH]1	114	108	111	97	100	nt	103	107	95
COc1cc(/C=C/C(=O)O)cc(OC)c1OC	110	104	104	112	102	111	96	100	86
Nc1nnnn1-c1cccc([N+](=O)[O-])c1	105	98	106	nt	102	105	nt	106	nt
Cc1ccc(S(=O)(=O)Nc2c(Br)cc(Br)cc2C(=O)O)cc1	105	104	95	106	97	125	nt	105	101

Sorted by length of the SMILES (low to high): 3 of the compounds above.
SMILES	NCI-H460	SW-620	HCT-15	NCI-H322M	NCI-H226	COLO 205	NCI-H23	HT29	NCI-H522
Cc1ccc(S(=O)(=O)Nc2c(Br)cc(Br)cc2C(=O)O)cc1	105	104	95	106	97	125	nt	105	101
CC(C)c1nc2ccccc2n1CC(=O)N/N=C/c1ccc(N(C)C)cc1	98	93	104	103	101	111	99	98	83
CC(C)(C)c1cc(/C=N\NC(=O)/C=C/C=C/c2ccc3c(c2)OCO3)c(O)c(C(C)(C)C)c1	40	75	64	63	76	94	90	92	80

Retrieved one by one from the entries so far:
SMILES	NCI-H460	SW-620	HCT-15	NCI-H322M	NCI-H226	COLO 205	NCI-H23	HT29	NCI-H522
Nc1nnnn1-c1cccc([N+](=O)[O-])c1	105	98	106	nt	102	105	nt	106	nt
Cc1ccc(S(=O)(=O)Nc2c(Br)cc(Br)cc2C(=O)O)cc1	105	104	95	106	97	125	nt	105	101
CC(C)(C)c1cc(/C=N\NC(=O)/C=C/C=C/c2ccc3c(c2)OCO3)c(O)c(C(C)(C)C)c1	40	75	64	63	76	94	90	92	80

(list continues)
SMILES	NCI-H460	SW-620	HCT-15	NCI-H322M	NCI-H226	COLO 205	NCI-H23	HT29	NCI-H522
O=C(Nc1ccc(Oc2cccc(Cl)c2)c(Cl)c1)c1cccnn1	100	105	57	94	79	106	84	90	74
CCOC(=O)/C(C#N)=C\c1ccco1	114	111	106	113	95	nt	87	nt	86
O=C1N(c2ccccc2)C(c2ccccc2)CC12OCCO2 (stereo unspecified)	105	100	99	101	107	114	103	103	97
CC(C)=Cc1ccccc1	101	108	94	107	94	115	110	108	nt
CN1CCN(Cc2ccc(NC(=O)c3cncc(C#Cc4cccnc4)c3)cc2C(F)(F)F)CC1	56	48	72	98	33	50	66	35	74
O=C1c2ccccc2NC(c2cc3ccccc3c3ccccc23)N1/N=C/c1cc2ccccc2c2ccccc12 (stereo unspecified)	95	86	92	97	101	103	nt	105	90
Cc1ccc(C(=O)C(C)(C)C)c(C)c1	110	110	96	91	101	107	105	100	88
O=C(O)COc1ccccc1[N+](=O)[O-]	106	100	102	88	97	114	103	104	93
CC(=O)Nc1ccc(NC(=O)Nc2cccc(-c3nc(-c4ccc(NC(=O)c5cccs5)cc4Cl)no3)c2)cc1C(F)(F)F	-59*	-51*	20	-9.0*	-41*	-64*	-60*	-36*	-40*
CC(C)(C)c1ccc(C2=NOS(=O)[C@@]23Cc2ccccc2C3=O)cc1 (stereo partly specified)	91	99	61	90	79	96	74	47	80

Profiles, looked up by structure.
CC(=O)Nc1ccc(NC(=O)Nc2cccc(-c3nc(-c4ccc(NC(=O)c5cccs5)cc4Cl)no3)c2)cc1C(F)(F)F reads NCI-H460: -59*; SW-620: -51*; HCT-15: 20; NCI-H322M: -9.0*; NCI-H226: -41*; COLO 205: -64*; NCI-H23: -60*; HT29: -36*; NCI-H522: -40*
CCOC(=O)/C(C#N)=C\c1ccco1 reads NCI-H460: 114; SW-620: 111; HCT-15: 106; NCI-H322M: 113; NCI-H226: 95; COLO 205: nt; NCI-H23: 87; HT29: nt; NCI-H522: 86
O=C1c2ccccc2NC(c2cc3ccccc3c3ccccc23)N1/N=C/c1cc2ccccc2c2ccccc12 (stereo unspecified) reads NCI-H460: 95; SW-620: 86; HCT-15: 92; NCI-H322M: 97; NCI-H226: 101; COLO 205: 103; NCI-H23: nt; HT29: 105; NCI-H522: 90

(list continues)
SMILES	NCI-H460	SW-620	HCT-15	NCI-H322M	NCI-H226	COLO 205	NCI-H23	HT29	NCI-H522
COc1cc(C2NCc3c(nc4c(c(C)nn4-c4ccccc4)c3-c3ccc(Cl)cc3)N2)cc(OC)c1OC (stereo unspecified)	104	100	101	103	72	87	99	104	96
CCOC(=O)c1ccncc1	104	104	108	106	91	103	109	104	98
Cn1ccnc1C(=O)/C=C/c1ccc(CC(=O)Nc2ccc(S(F)(F)(F)(F)F)cc2)cc1	-38*	3.9*	1.2*	-5.2*	-15*	-55*	-13*	-36*	-51*
CCCCCCc1cc(N=Nc2ccc(S(=O)(=O)Nc3nnc(C)s3)cc2)c(O)cc1O	107	104	103	94	93	109	102	105	85
O=C(C1CCCCC1)[C@@H]1[C@]2(C(=O)NC3CCCCC32)[C@@H]2CCCN2[C@@]12C(=O)NC1CCC(Cl)CC12 (stereo partly specified)	-77*[100 µM]	-90*[100 µM]	-83*[100 µM]	-95*[100 µM]	-55*[100 µM]	-81*[100 µM]	-81*[100 µM]	-85*[100 µM]	-82*[100 µM]
O=C(NNS(=O)(=O)c1ccccc1)c1cccnc1	103	95	104	90	95	115	98	101	100
O=C(Nc1cccc(-n2ccc3c(NC(=O)c4ccccc4)nccc32)c1)Nc1ccc(Cl)c(C(F)(F)F)c1	-0.8*	25	11	39	22	-52*	13	-39*	-52*
Cc1cc(C)c(CCc2cc(C)c(C)cc2C)cc1C	110	105	117	112	92	118	98	100	96
COc1ccc(CNC(=O)c2c(C)n([O-])c3cc(Cl)c(Cl)cc3[n+]2=O)cc1	110	103	104	113	108	116	102	106	88
N#CCCN(Cc1cccnc1)CN1C(=O)c2ccccc2C1=O	104	98	103	105	104	104	91	96	92

Some of the entries so far, field by field:
SMILES: O=C(NNS(=O)(=O)c1ccccc1)c1cccnc1
  NCI-H460: 103 | SW-620: 95 | HCT-15: 104 | NCI-H322M: 90 | NCI-H226: 95 | COLO 205: 115 | NCI-H23: 98 | HT29: 101 | NCI-H522: 100

SMILES: O=C(Nc1cccc(-n2ccc3c(NC(=O)c4ccccc4)nccc32)c1)Nc1ccc(Cl)c(C(F)(F)F)c1
  NCI-H460: -0.8* | SW-620: 25 | HCT-15: 11 | NCI-H322M: 39 | NCI-H226: 22 | COLO 205: -52* | NCI-H23: 13 | HT29: -39* | NCI-H522: -52*

The results go on:
SMILES	NCI-H460	SW-620	HCT-15	NCI-H322M	NCI-H226	COLO 205	NCI-H23	HT29	NCI-H522
c1cnc(NCc2nnc(-c3cccs3)o2)nc1	109	102	100	110	96	109	108	97	86
COc1cc2cncc(Cc3ccccc3)c2cc1O	115	105	106	117	101	108	107	110	113
COc1cc(/C=N/NC(=O)c2ccc(-n3cc(-c4ccccc4)nn3)cc2)cc(OC)c1OC	42	65	76	61	32	57	59	48	68
O=C1Nc2ccccc2C12CC(c1ccc(Cl)cc1)=NN2 (stereo unspecified)	98	106	98	110	87	108	101	97	90
N#C/C(=C/N1C(=O)/C(=C/c2ccc([N+](=O)[O-])cc2)SC1=S)c1nc2ccccc2s1	90	88	96	88	64	90	89	99	79
CC(C)CCNC(=O)Cn1cccc(NC(=O)OCc2ccccc2)c1=O	102	108	111	112	87	108	88	108	88
COc1ccc(C(=O)/C=C/Nc2ccc(S(N)(=O)=O)cc2)cc1	108	107	103	104	105	115	102	118	107
CC1(c2ccc(O)cc2)N=C(N)Nc2nc3ccccc3n21 (stereo unspecified)	106	110	102	121	108	98	nt	113	91
O=Nc1c2cc3ccccc3[nH]c-2c2ccccc12	83	82	57	71	86	119	69	88	nt
CCCCOc1ccc(SCCCN2CCOCC2)cc1	114	104	97	102	102	94	93	101	nt
CC/C(=C(\CC)c1ccc(O)c(CN(CC)CC)c1)c1ccc(O)c(CN(CC)CC)c1	96	95	59	86	94	75	89	41	56
NNc1cc2c(nn1)CCN(C(=O)c1ccccc1)C2	107	107	101	102	83	109	107	104	107
c1ccc2c(c1)ncn2-c1ccnc(NC2CCOC2)n1 (stereo unspecified)	102	116	105	96	99	111	98	87	94
COc1cccc(CNC(=O)c2nc(-c3cc(OC)c(OC)c(OC)c3)n(-c3ccc(OC)c(OC)c3)n2)c1	104	104	92	87	93	103	92	79	58
CCOC(=O)c1nn(-c2ccc(C)cc2)c(=O)c2c(N)c(C#N)c(-c3ccccc3)cc12	101	101	97	100	108	121	99	110	81
COc1ccc(S(=O)(=O)n2cc(C(=O)C(=O)Nc3ccncc3)c3ccccc32)cc1	81	61	70	89	76	97	66	61	56
CC(=O)c1cc([N+](=O)[O-])c(O)c([N+](=O)[O-])c1O	105	100	99	111	91	116	102	100	88
CC1(C)CC[C@]2(C=O)CC[C@]3(C)C(=CC[C@@H]4[C@@]5(C)CCC(=O)C(C)(C)[C@@H]5CC[C@]43C)[C@@H]2C1	100	94	76	93	92	107	82	100	96

Compound activity as filed in PubChem BioAssay.
